VHR inh color: blocks the human dual specificity phosphatase VHR1. P51452. recombinant VHR phosphatase, colorimetric substrate read-out. inhibition, % at 20 µM. actives 0.7% (n = 50,000); in the data active = inhibition above about 60%; also: some results filed as inactive read as strong as hits
Target sequence (P51452 whole entry, looked up): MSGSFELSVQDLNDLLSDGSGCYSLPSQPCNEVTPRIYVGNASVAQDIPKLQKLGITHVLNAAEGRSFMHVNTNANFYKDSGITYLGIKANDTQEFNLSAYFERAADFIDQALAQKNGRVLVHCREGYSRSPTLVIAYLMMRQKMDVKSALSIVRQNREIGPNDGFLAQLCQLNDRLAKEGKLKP
An asterisk follows results filed as active. This is a subset; rates above refer to the full screens.

Results for O=C(NC1CCS(=O)(=O)C1)/C(=C\c1ccc(Br)cc1)NC(=O)c1ccccc1 (stereo not drawn) ?
VHR inh color: -16

What do the screens show for `O=C(COc1ccccc1)Nc1nn[nH]n1`?
VHR inh color: -22

Results for CCOc1cc(/C=c2/sc3nc4ccccc4n3c2=O)ccc1OS(=O)(=O)c1ccc(C)cc1 ?
VHR inh color: 3

Results for Cc1nc2c(C)cccc2c2c1CC(C(C)(Cl)Br)O2 (stereo not drawn) ?
VHR inh color: -8

What do the screens show for `Cc1ccc(NC(=O)c2ccc(S(=O)(=O)N3CCCCC3)cc2)c(C(=O)c2ccccc2)c1`?
VHR inh color: 10

Results for C/C(=N\N=C(/N)SC1CC(=O)N(c2cccc(Cl)c2)C1=O)c1ccc(F)cc1 (stereo not drawn) ?
VHR inh color: -1

Results for CC1CCN(C(=O)COc2ccc(-c3ccccc3)cc2)CC1 ?
VHR inh color: -2

How did COc1ccc(NC(=O)c2nc[nH]c2C(=O)Nc2ccc(OC)cc2)cc1 do in these assays?
VHR inh color: 9

What do the screens show for `O=C1C2ON(c3ccc(Cl)cc3)C(c3ccc(F)cc3)C2C(=O)N1c1ccccc1` (stereo not drawn)?
VHR inh color: 3

Results for CCOc1ccc(NC(=O)/C(C#N)=C\c2c(C)[nH]c3ccccc23)cc1 ?
VHR inh color: 5

What do the screens show for `O/N=C1/C2C3CC4C2/C(=N\O)C2C1C3C42` (stereo not drawn)?
VHR inh color: -22

What do the screens show for `CCOC(=O)C1=C(C)N=c2s/c(=C\c3cccc([N+](=O)[O-])c3)c(=O)n2C1c1cccc(OC)c1` (stereo not drawn)?
VHR inh color: -11

What do the screens show for `O=C(Cc1ccccc1)Nc1ccc(Cl)c(-c2nc3cc(Cl)ccc3o2)c1`?
VHR inh color: 33

How did Cc1cc(Br)ccc1NC(=O)c1cccc([N+](=O)[O-])c1C do in these assays?
VHR inh color: -13

Results for O=C(c1ccc([N+](=O)[O-])cc1Cl)N1CCc2ccccc21 ?
VHR inh color: -23

How did Cc1c(NC(=S)NCc2ccco2)c(=O)n(-c2ccccc2)n1C do in these assays?
VHR inh color: -7

What do the screens show for `O=S(NCc1ccco1)C12CC3CC(CC(C3)C1)C2` (stereo not drawn)?
VHR inh color: -9

Results for CCC(C)c1ccc(NC(=O)c2oc3ccccc3c2C)cc1 (stereo not drawn) ?
VHR inh color: 5

What do the screens show for `COc1ccc(C2=NN(c3nc(-c4ccc(OC)c(F)c4)cs3)C(c3ccc(OC)cc3)C2)cc1` (stereo not drawn)?
VHR inh color: -14

What do the screens show for `O=C1CC(NCc2ccc(Cl)cc2)C(=O)N1c1ccc(F)cc1` (stereo not drawn)?
VHR inh color: -2

How did CCCOC(=O)c1cccc(NC(=O)c2cccnc2)c1 do in these assays?
VHR inh color: -1

What do the screens show for `O=C(NCCCO)C(=O)Nc1cccc(C(F)(F)F)c1`?
VHR inh color: -17

How did CC1(C)CC2CC(C)(CN2C(=O)c2cnn3c2NC(c2cccs2)CC3C(F)(F)F)C1 (stereo not drawn) do in these assays?
VHR inh color: -18

Results for COc1ccc(C(=O)NCCN2CCOCC2)cc1[N+](=O)[O-] ?
VHR inh color: -6

Results for c1ccc2c(c1)[nH]c1nc(SCCCN3CCOCC3)nnc12 ?
VHR inh color: -8

What do the screens show for `O=C(CCc1ccccc1)NCc1ccccc1Cl`?
VHR inh color: -16

How did O=c1cc(-c2ccncc2)oc2ccccc12 do in these assays?
VHR inh color: 1

Results for CCOc1cc(OCC)cc(C(=O)Nc2ccc(C(C)CC)cc2)c1 (stereo not drawn) ?
VHR inh color: -5

How did C(=NC1=NN(c2ccccc2)CC1)N1CCCCC1 do in these assays?
VHR inh color: -23

What do the screens show for `O=c1c(-c2ccccc2)coc2cc(OCc3ccccc3Cl)ccc12`?
VHR inh color: -18

How did O=C(CN(Cc1ccccc1)S(=O)(=O)c1ccccc1)N/N=C/c1ccc(Cl)cc1 do in these assays?
VHR inh color: 7

Results for N/C(=N\OC(=O)COc1ccc(Br)cc1)c1ccc(Cl)cc1 ?
VHR inh color: -6

What do the screens show for `Oc1ccccc1-c1cc(C(F)(F)F)nc(-c2ccccc2)n1`?
VHR inh color: 5

How did COc1cccc(N(CC(=O)Nc2cccc(Br)c2)S(=O)(=O)c2ccccc2)c1 do in these assays?
VHR inh color: -13

What do the screens show for `Cc1cccnc1N1C(=O)C2C3c4ccccc4C(C)(c4ccccc43)C2C1=O` (stereo not drawn)?
VHR inh color: 2

Results for CC(=O)c1c(C)nc(-c2ccccc2)nc1NC(=O)C(C)C ?
VHR inh color: -5

Results for O=C(Nc1cccc(NC(=O)c2ccccc2Br)c1)c1cccc(Br)c1 ?
VHR inh color: -7

What do the screens show for `COC(=O)C1=C(C(=O)OC)SC(=C2C(=S)C(C)(C)N(C(=O)Cc3ccccc3)c3c(OC)cccc32)S1`?
VHR inh color: 9

Results for O=C1c2ccc3c4c(ccc(c24)C(=O)N1CCOc1ccccc1Cl)CC3 ?
VHR inh color: 11

What do the screens show for `COc1ccc(/C=C2/SC(=O)NC2=O)c2ccccc12`?
VHR inh color: 6

12 structures already listed, ordered by length of the SMILES, rising.
How did O=c1cc(-c2ccncc2)oc2ccccc12 do in these assays?
VHR inh color: 1

How did C(=NC1=NN(c2ccccc2)CC1)N1CCCCC1 do in these assays?
VHR inh color: -23

What do the screens show for `COc1ccc(/C=C2/SC(=O)NC2=O)c2ccccc12`?
VHR inh color: 6

Results for CC(=O)c1c(C)nc(-c2ccccc2)nc1NC(=O)C(C)C ?
VHR inh color: -5

Results for CCOc1cc(OCC)cc(C(=O)Nc2ccc(C(C)CC)cc2)c1 (stereo not drawn) ?
VHR inh color: -5

What do the screens show for `O=c1c(-c2ccccc2)coc2cc(OCc3ccccc3Cl)ccc12`?
VHR inh color: -18

Results for O=C(Nc1cccc(NC(=O)c2ccccc2Br)c1)c1cccc(Br)c1 ?
VHR inh color: -7

Results for O=C1c2ccc3c4c(ccc(c24)C(=O)N1CCOc1ccccc1Cl)CC3 ?
VHR inh color: 11

What do the screens show for `Cc1cccnc1N1C(=O)C2C3c4ccccc4C(C)(c4ccccc43)C2C1=O` (stereo not drawn)?
VHR inh color: 2

How did COc1cccc(N(CC(=O)Nc2cccc(Br)c2)S(=O)(=O)c2ccccc2)c1 do in these assays?
VHR inh color: -13

How did O=C(CN(Cc1ccccc1)S(=O)(=O)c1ccccc1)N/N=C/c1ccc(Cl)cc1 do in these assays?
VHR inh color: 7

What do the screens show for `COC(=O)C1=C(C(=O)OC)SC(=C2C(=S)C(C)(C)N(C(=O)Cc3ccccc3)c3c(OC)cccc32)S1`?
VHR inh color: 9

(list continues)
Results for O=C(Nc1ccc(I)cc1Cl)c1cccs1 ?
VHR inh color: -15

What do the screens show for `COc1ccc(CC(=O)Nc2sc3c(c2C#N)CCCC3)cc1`?
VHR inh color: -15

What do the screens show for `CS(=O)(=O)N(CC(=O)Nc1cccc(C(F)(F)F)c1)c1cccc(Cl)c1`?
VHR inh color: 8

What do the screens show for `O=C(NC1CC1)c1ccc(C2SCC(=O)N2Cc2ccccc2)cc1` (stereo not drawn)?
VHR inh color: -3

What do the screens show for `COc1ccc(-c2cc(C(=O)NC34CC5CC(CC(C5)C3)C4)c3ccccc3n2)cc1OC`?
VHR inh color: -15

What do the screens show for `Cc1ccnc(NC(=O)CSc2nc3ccccc3[nH]2)c1`?
VHR inh color: 25

How did O=C(c1ccccc1)c1cc(Cl)ccc1NC(=O)c1nc[nH]c1C(=O)N1CCOCC1 do in these assays?
VHR inh color: 14

How did CC1=C(C(=O)OCCc2ccccc2)C(c2ccc([N+](=O)[O-])s2)NC(=O)N1C (stereo not drawn) do in these assays?
VHR inh color: 49

What do the screens show for `CC(=O)OC1CCC2(C)C(=CCC3C2CCC2(C)C3CC3CC=CCC32C(C)=O)C1` (stereo not drawn)?
VHR inh color: 2

How did COc1cccc(CN2CCN(C3CCN(Cc4ccccc4)CC3)CC2)c1 do in these assays?
VHR inh color: 2

How did Cc1ccc(-c2nc(-c3cc4cc([N+](=O)[O-])cc(Br)c4oc3=O)cs2)c(C)c1 do in these assays?
VHR inh color: 6

What do the screens show for `Cc1cccc(NC(=O)C2CC(=O)N(c3ccc(Br)cc3)C2)n1` (stereo not drawn)?
VHR inh color: -2

How did Cn1c(NC(=O)c2ccc(Cl)cc2)nc2ccccc21 do in these assays?
VHR inh color: -20

How did O=C(NCCN1CCN(C(=O)c2ccc([N+](=O)[O-])cc2)CC1)C(=O)Nc1ccc(Cl)cc1 do in these assays?
VHR inh color: -10

Results for CC1(C)CC(=O)c2cnc(NC(=O)/C=C/c3cccc([N+](=O)[O-])c3)nc2C1 ?
VHR inh color: 2

Results for CC(=O)c1ccc(NC(=O)/C=C/c2ccc(C(C)C)cc2)cc1 ?
VHR inh color: -25

What do the screens show for `O=S(=O)(c1cccc2cccnc12)N1CCN(C/C=C/c2ccccc2)CC1`?
VHR inh color: -12

How did COc1cc(C(=O)Nc2ccc3oc(-c4ccc5ccccc5c4)nc3c2)cc(OC)c1OC do in these assays?
VHR inh color: -15

How did Cc1ccc(S(=O)(=O)Oc2ccccc2/C=C2\SC(N)=NC2=O)cc1 do in these assays?
VHR inh color: 15

What do the screens show for `CCOC(=O)c1c(NC(=O)c2cccc(F)c2)sc(C(=O)Nc2ccc(OC)cc2OC)c1C`?
VHR inh color: 6

Results for COc1cccc(NC(=O)C(=O)NCC(C)C)c1 ?
VHR inh color: 12

Results for COc1ccc(CC(c2nc3ccccc3[nH]2)C(C)c2nc3ccccc3[nH]2)cc1 (stereo not drawn) ?
VHR inh color: -12

How did Cc1cc(/C=C2/NC(=O)NC2=O)c(C)n1-c1ccc(Br)cc1 do in these assays?
VHR inh color: 10

How did C=CCN1C(=O)NC(=O)/C(=C/c2ccc(-c3cc([N+](=O)[O-])ccc3Cl)o2)C1=O do in these assays?
VHR inh color: 15

How did Oc1ccc(Br)cc1CN1CCN(Cc2ccco2)CC1 do in these assays?
VHR inh color: -6

How did O=c1c(-c2nc3ccccc3s2)coc2cc(OCc3ccc([N+](=O)[O-])cc3)ccc12 do in these assays?
VHR inh color: -12

What do the screens show for `CN(C)c1ccc(/C=C(/C#N)C(=O)Nc2cccc(Br)c2)cc1`?
VHR inh color: -23

What do the screens show for `O=C(O)c1ccc(NS(=O)(=O)c2cc(C(=O)O)ccc2Br)cc1`?
VHR inh color: 1

What do the screens show for `Brc1ccc(-c2nc(-c3ccccc3)no2)cc1`?
VHR inh color: 12

Results for COc1cc([N+](=O)[O-])ccc1-c1ccc(/C=C2\C(=O)NN(c3ccccc3)C2=O)o1 ?
VHR inh color: -11

What do the screens show for `COC(=O)c1cn(C(=O)OC)c2ccccc12`?
VHR inh color: -11

What do the screens show for `O=[N+]([O-])c1ccc(NCCCN2CCOCC2)c(C(F)(F)F)c1`?
VHR inh color: 0

What do the screens show for `Cc1ccc2nsnc2c1NC(=O)c1ccccc1[N+](=O)[O-]`?
VHR inh color: -13

Results for COc1ccc(NC(=O)c2ccc(N(Cc3ccc(Cl)cc3)S(C)(=O)=O)cc2)cc1OC ?
VHR inh color: -14

How did CCOc1ccc(N(CC(=O)NCC(C)c2ccccc2)S(=O)(=O)c2ccccc2)cc1 (stereo not drawn) do in these assays?
VHR inh color: -6

Results for COC(=O)c1c(NC(=O)c2ccc([N+](=O)[O-])c(C)c2)sc2c1CCCCCC2 ?
VHR inh color: -10

Results for Cc1ccccc1NC(=O)C(=O)NCc1ccncc1 ?
VHR inh color: -5

How did O=[N+]([O-])c1ccc(S(=O)(=O)NCCc2nc3ccccc3[nH]2)cc1 do in these assays?
VHR inh color: 4

How did Cc1nonc1N=Cc1ccccc1O do in these assays?
VHR inh color: -7

What do the screens show for `O=C1CSC(c2ccc3c(c2)OCO3)N1c1ccc(Cl)c(Cl)c1` (stereo not drawn)?
VHR inh color: -9

How did CCOc1c(Cl)cc(/C=C2\C(=O)NC(=O)N(c3cc(C)cc(C)c3)C2=O)cc1OC do in these assays?
VHR inh color: 2

What do the screens show for `CC1(C)CC(=O)C2=C(C1)Nc1ccc3ccccc3c1C2c1ccccc1F` (stereo not drawn)?
VHR inh color: -11

Results for O=C(Nc1ccc(F)cc1F)c1sc2ccccc2c1Cl ?
VHR inh color: -21

What do the screens show for `CCOC(=O)c1c(NC(C)=O)sc2c1CCC(C)C2` (stereo not drawn)?
VHR inh color: -6

What do the screens show for `Cc1cccc(C(=O)Nc2ccc(Oc3ccccc3)cc2)c1`?
VHR inh color: 5

What do the screens show for `COc1ccc(CCNC(=O)C(=O)Nc2ccccc2C)cc1`?
VHR inh color: -19

Results for COc1ccc(S(=O)(=O)Nc2ccc(C#N)cc2)cc1 ?
VHR inh color: -34

How did O=C1C(Nc2ccccc2)=CC(Nc2ccccc2)/C1=C\c1ccccc1 (stereo not drawn) do in these assays?
VHR inh color: 32

What do the screens show for `CC1=C(C(=O)OC(C)C)C(c2ccccc2Br)CC(=O)N1` (stereo not drawn)?
VHR inh color: 102*

How did CCCCOc1ccc(Cc2c(O)nc(SC)[nH]c2=O)cc1 do in these assays?
VHR inh color: -2

What do the screens show for `COc1cc(/C=C2\SC(=S)N(NC(C)=O)C2=O)cc(OC)c1OC`?
VHR inh color: 8

What do the screens show for `O=C(CC1OC(=O)c2ccccc21)c1ccc(I)cc1` (stereo not drawn)?
VHR inh color: -10

Results for COc1ccc(CN2CCN(C3CCN(Cc4ccccc4)CC3)CC2)cc1 ?
VHR inh color: -19

Results for Cc1ccc(SCCNC(=O)/C=C/c2ccccc2Cl)cc1 ?
VHR inh color: 4

What do the screens show for `COc1ccc(Br)cc1/C=C/C(=O)Nc1ccc(O)c(-c2nc3ccccc3o2)c1`?
VHR inh color: -1

How did O=C(COc1ccc(Cl)cc1Cl)Nc1cc(-c2ccc(F)cc2)[nH]n1 do in these assays?
VHR inh color: 5

What do the screens show for `CC(O)(C#CCN1CCCCC1)c1ccccc1` (stereo not drawn)?
VHR inh color: -11

What do the screens show for `CCOc1cc(OCC)cc(C(=O)NCc2ccccc2)c1`?
VHR inh color: -4

How did O=C1/C(=C\c2cc(Cl)c(O)c(Cl)c2)SC(=S)N1c1ccccc1 do in these assays?
VHR inh color: -12

How did O=C1CC(N2CCCCC2)C(=O)N1Cc1ccccc1 (stereo not drawn) do in these assays?
VHR inh color: -1

From PubChem BioAssay
